TAAR1 antag = antagonists of human TAAR1 | Q96RJ0 | CHO RD-HGA16 TAAR1, Fluo-8 calcium fluorescence, antagonist | inhibition, % at 3 µM | hit rate 1.5% among 360,000;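 active means inhibition above a per-plate cutoff, the mean inhibition of test compounds on that plate plus 3 SD, cut at about 49% in these data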;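 further: 0% = DMSO plus EC80 beta-PEA response and 100% = DMSO alone without agonist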
Target sequence (Q96RJ0 whole entry, looked up): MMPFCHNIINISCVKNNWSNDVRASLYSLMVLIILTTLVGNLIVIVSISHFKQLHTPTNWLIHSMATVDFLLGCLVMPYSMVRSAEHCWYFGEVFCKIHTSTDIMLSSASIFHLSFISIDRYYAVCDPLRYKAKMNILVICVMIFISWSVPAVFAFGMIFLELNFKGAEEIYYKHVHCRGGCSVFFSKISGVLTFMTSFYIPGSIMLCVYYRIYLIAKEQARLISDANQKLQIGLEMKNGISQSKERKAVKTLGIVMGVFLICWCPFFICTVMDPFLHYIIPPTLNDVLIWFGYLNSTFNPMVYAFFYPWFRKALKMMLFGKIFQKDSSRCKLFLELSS
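Test system: hTAAR1-expressing CHO RD-HGA16 cells, Gα16-coupled; Probe or stimulus: EC80 β-phenethylamine stimulus; Compound dosing: single nominal final test compound concentration of 3 µM; Timing: 140 s kinetic read after compound, 140 s after agonist; Signal: Fluo-8 calcium-sensitive fluorescence; Measure: % inhibition of agonist calcium response; Controls: DMSO and EC80 PEA controls.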
OXTR potentiator = potentiators of human oxytocin receptor; AID 2445; CHO-OTR cells, Fluo-8 calcium fluorescence, potentiator mode; 0% = oxytocin EC15, 100% = EC100; P30559; activation, % at 3 µM; hit rate 0.061% among 320,000;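 active means activation above that plate's cutoff, the mean activation of tested compounds plus 3 SD, cut at about 6.6% in these data, passing the limit was not always enough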;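 further: 100% uses oxytocin at 75 nM as the full agonist control; some results filed as inactive read as strong as hits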
Target sequence (P30559 whole entry, looked up): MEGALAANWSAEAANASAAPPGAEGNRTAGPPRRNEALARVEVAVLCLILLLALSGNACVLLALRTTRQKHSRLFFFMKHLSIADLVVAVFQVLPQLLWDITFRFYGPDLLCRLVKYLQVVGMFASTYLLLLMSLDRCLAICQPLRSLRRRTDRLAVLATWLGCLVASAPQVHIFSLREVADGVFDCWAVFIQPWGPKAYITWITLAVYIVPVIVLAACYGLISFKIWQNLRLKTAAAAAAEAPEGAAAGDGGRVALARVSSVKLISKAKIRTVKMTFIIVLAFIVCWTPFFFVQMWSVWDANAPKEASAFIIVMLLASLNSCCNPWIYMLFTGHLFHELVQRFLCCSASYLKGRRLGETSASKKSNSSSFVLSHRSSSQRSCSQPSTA
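Assay system: CHO cell line stably expressing human OTR. Reagent: EC15 oxytocin agonist. Dosing: single dose, 3.0 µM nominal final compound concentration. Timing: compound 6 min at room temperature before oxytocin, 100 s read. Signal: kinetic Fluo-8 calcium fluorescence. Controls: oxytocin EC15 low and EC100 high.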
CHO-K1 Ca antag = M1 antagonist counterscreen hit in parental CHO-K1 cells; AID 602250; hit rate 0.6% among 360,000; inhibition, % at 3 µM; ATP-induced calcium, Fluo-8 fluorescence;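 active means inhibition above a per-plate cutoff, the plate's mean sample inhibition plus 3 SD, cut at about 24% in these data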;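 further: 0% = DMSO plus EC80 ATP and 100% = DMSO alone without ATP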
CHO-K1 Ca PAM = M1 PAM counterscreen hit in parental CHO-K1 cells; ATP EC20, Fluo-8 calcium fluorescence; 0% at ATP EC20, 100% at ATP max; activation, % at 3 µM; hit rate 0.02% among 360,000; AID 602247;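 active means activation above the run cutoff, the mean activation of all test compounds plus 3 SD, cut at about 40% in these data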;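 further: peak over basal fluorescence ratio in a 140 s read after ATP addition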
V1R ag counter = V1a receptor agonism, counter-screen for OXTR agonists | P37288 | CHO-V1R cells, Fluo-8 calcium fluorescence, agonist mode; 0% DMSO, 100% 3 nM vasopressin | activation, % at 3 µM | hit rate 0.25% among 320,000;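 active means activation above the mean activation of all tested compounds plus 3 SD, per screening run, cut at about 20% in these data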;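 further: signal is peak over basal fluorescence ratio across a 100 second FLIPR read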
OXTR agonist = activates the human oxytocin receptor | P30559 | CHO-OTR cells, Fluo-8 calcium fluorescence; normalized: DMSO 0%, oxytocin 100% | activation, % at 3 µM | hit rate 0.32% among 320,000 | AID 2435;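 active means activation above the mean of all tested compounds plus 3 SD, cutoff set per screening run, cut at about 20% in these data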;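 further: peak over basal fluorescence ratio from a 100 s FLIPR kinetic read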
CHO-K1 Ca ag = counter-screen for M1 agonists: effect in parental CHO-K1 cells. hit rate 0.48% among 360,000. Fluo-8 calcium fluorescence; scaled to maximal ATP response, vehicle zero. AID 602248. activation, % at 3 µM; in the data active means activation above about 15%;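 further: untransfected CHO-K1 host cells lacking M1 receptor as counterscreen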
CHO parental Ca = counter-screen: ATP calcium response change in parental CHO cells; parental CHO-K1, ATP-induced calcium, Fluo-8 fluorescence; inhibition, % at 5.6 µM; hit rate 0.63% among 330,000;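 active means inhibition above that plate's mean sample inhibition plus 3 SD, cut at about 26% in these data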;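 further: 0% = ATP-challenged DMSO wells and 100% = DMSO wells without ATP; some compounds past the cut are filed as inactive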
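Material: parental CHO cells / Compound: single nominal dose of 5.6 µM per compound / Signal: Fluo-8 fluorescence / Replicates: singlicate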
GPR7 antagonist = human neuropeptides B/W receptor 1 antagonism; P48145; GPR7-expressing cells, fluorescence antagonist assay; inhibition, % at 4.4 µM; hit rate 1.1% among 290,000; AID 1861; in the data active means inhibition above about 16%, passing the limit was not always enough;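 further: cells stimulated with the agonist NPW; 0% = agonist with vehicle and 100% = vehicle without agonist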
Target sequence (P48145 whole entry, looked up): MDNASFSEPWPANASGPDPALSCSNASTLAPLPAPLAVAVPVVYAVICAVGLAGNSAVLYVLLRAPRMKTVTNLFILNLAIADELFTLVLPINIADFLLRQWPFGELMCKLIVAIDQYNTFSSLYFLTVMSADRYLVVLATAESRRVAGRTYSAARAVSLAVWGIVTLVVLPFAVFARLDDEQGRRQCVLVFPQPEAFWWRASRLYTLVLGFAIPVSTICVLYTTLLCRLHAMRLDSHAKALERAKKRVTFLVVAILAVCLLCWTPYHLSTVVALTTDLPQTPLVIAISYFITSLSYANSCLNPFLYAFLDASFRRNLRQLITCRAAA
* hit, by the source's call; · = not tested or not shown.

smiles	V1R ag counter	CHO-K1 Ca PAM	GPR7 antagonist	OXTR potentiator	CHO-K1 Ca antag	TAAR1 antag	CHO parental Ca	CHO-K1 Ca ag	OXTR agonist
COc1ccc(OC)c2c(C)cc(N3CCCN(C)CC3)nc12	-0.5	10	-3	-6	-6	10	-11	3.0	-1.9
Fc1ccc(C2c3[nH]c4ccccc4c3CCN2Cc2cccn2-c2ncccn2)cc1 (stereo not drawn)	-0.4	-3	6	2	11	35	-32	0.0	-1.4
Cn1cnnc1SCC(=O)NCc1ccccc1	1.3	10	-6	-14	-11	-6	4	0.6	0.3
O=C(Nc1cccnc1)/C(N=Nc1c(Cl)cccc1Cl)=C(\O)c1ccccc1	0.6	-1	-7	-2	19	10	-14	-0.5	-0.5
CCCOc1ccc(NC(=O)CC2C(=O)N(C)C(=S)N2Cc2ccc3c(c2)OCO3)cc1 (stereo not drawn)	1.4	14	2	-4	-10	17	-15	2.3	4.0
COc1ccccc1OCC(=O)c1[nH]c(C)c(C(C)=O)c1C	13	-25	7	-25	14	27	10	9.9	12
N/C(=N\OC(=O)CCc1ccccc1)c1ccc(Cl)cc1	-0.6	24	-6	-5	-9	-11	-8	0.1	-1.6
Cn1c(/C(C#N)=C/c2ccc(-c3ccc(S(N)(=O)=O)cc3)o2)nc2ccccc21	11	14	2	-4	17	31	28	22*	5.3
CCCCCCn1c(CN2CCN(Cc3ccccc3)CC2)nc2c1c(=O)n(C)c(=O)n2C	-1.5	16	1	-2	-2	-8	-20	0.2	-2.4
Cc1ccc(S(=O)(=O)C2CCOC2=O)cc1 (stereo not drawn)	0.3	7	2	-15	-12	-30	-7	0.3	-1.1
CN1C(=O)/C(=N\OC(=O)c2cccc3ccccc23)c2ccccc21	1.4	3	-6	-7	-5	11	-3	0.3	0.0
COc1ccc2cc(C(=O)N3CCN(c4ccc(F)cc4)CC3)[nH]c2c1	-0.2	10	-1	-16	1	-14	-11	1.2	-1.6
CCOC(=O)N1CCN(C(=O)COc2ccc([N+](=O)[O-])cc2)CC1	1.2	8	-6	-9	3	1	22	2.5	-0.4
Cc1nnc(NC(=O)Nc2cccc(Cl)c2)s1	5.9	2	-3	-19	-5	36	4	2.8	8.5
C=C(C)C(=O)N1CC2(CC(c3cccc(NC(=O)CCCCC)c3)=NO2)C[C@H]1C(N)=O (stereo partly drawn)	0.6	20	·	6	-21	-9	0	0.6	0.6
Nc1cc(C(F)(F)F)ccc1-n1cccc1	-0.3	5	5	-9	-3	11	1	0.2	-1.0
O=c1c2ccccc2nc(-c2ccccc2Cl)n1O	0.1	20	-13	-18	0	6	-3	0.9	1.7
COc1ccc2oc(=O)c(C(=O)n3ccc(C)n3)cc2c1	0.6	-6	-5	-4	0	-2	-5	0.0	0.9
COc1ccc(NS(=O)(=O)c2cccc(C(=O)Nc3cccc(C(=O)O)c3)c2)cc1	2.2	17	6	-7	-8	3	-2	0.6	0.5
Cn1c(=O)c(C(=O)CN2CC(=O)Nc3ccccc32)c(N)n(Cc2ccccc2)c1=O	0.0	11	-12	-21	-10	-18	-12	9.4	-0.6
C/C=C(\C)C(=O)Nc1cccc(C2=NOC3(C2)C[C@H](C(N)=O)N(C(=O)C(c2ccccc2)c2ccccc2)C3)c1 (stereo partly drawn)	1.2	23	·	3	-11	7	-18	0.9	-0.8
COC(=O)c1cc(NC(=O)Cc2ccc(OC)cc2)cc(C(=O)OC)c1	-0.3	3	5	4	-8	3	-25	1.1	-0.2
Cc1cc(C(=O)COc2ccccc2[N+](=O)[O-])c(C)n1C1CC1	0.3	6	3	-7	-4	5	-5	0.2	-1.9
COc1ccc(N2CCN(C(=O)c3[nH]c(C(F)(F)F)nc3-c3ccccc3)CC2)cc1	·	14	·	·	-6	9	·	0.7	·
COc1ccc(C(=O)N/C(=C\c2ccc3c(c2)OCO3)C(=O)Nc2cccc(C(=O)O)c2)cc1	-0.4	13	-4	-9	-4	19	5	0.8	0.0
CCOC(=O)c1nnn(CC(=O)Nc2cc(Cl)ccc2C)c1C(=O)OCC	8.4	-5	-5	-9	9	14	-31	1.9	8.6
COc1ccccc1CNC(=O)/C=C/c1ccc(S(=O)(=O)NCc2ccco2)cc1	0.1	-10	-10	-6	14	7	-1	0.7	-0.4
CCC(=O)c1cc(F)c(N2CCN(S(=O)(=O)c3ccc(C)cc3)CC2)cc1C	1.6	20	-3	-5	-25	9	-12	2.6	1.0
CC(Nc1ccc(Cl)cc1)c1cc(Cl)ccc1O (stereo not drawn)	-0.7	11	-19	-18	-15	24	-15	0.0	-2.7
COc1ccc(CN2C(=O)[C@H]3Cc4c([nH]c5ccccc45)C(C)(C)N3C2=O)cc1	3.7	9	·	-13	-3	56*	-7	4.2	4.8

Full records, looked up by structure.
Listed for `Cn1cnnc1SCC(=O)NCc1ccccc1` : V1R ag counter = 1.3; CHO-K1 Ca PAM = 10; GPR7 antagonist = -6; OXTR potentiator = -14; CHO-K1 Ca antag = -11; TAAR1 antag = -6; CHO parental Ca = 4; CHO-K1 Ca ag = 0.6; OXTR agonist = 0.3
Listed for `COc1ccc2oc(=O)c(C(=O)n3ccc(C)n3)cc2c1` : V1R ag counter = 0.6; CHO-K1 Ca PAM = -6; GPR7 antagonist = -5; OXTR potentiator = -4; CHO-K1 Ca antag = 0; TAAR1 antag = -2; CHO parental Ca = -5; CHO-K1 Ca ag = 0.0; OXTR agonist = 0.9
Listed for `COc1ccc(N2CCN(C(=O)c3[nH]c(C(F)(F)F)nc3-c3ccccc3)CC2)cc1` : V1R ag counter = ·; CHO-K1 Ca PAM = 14; GPR7 antagonist = ·; OXTR potentiator = ·; CHO-K1 Ca antag = -6; TAAR1 antag = 9; CHO parental Ca = ·; CHO-K1 Ca ag = 0.7; OXTR agonist = ·

Following part:
smiles	V1R ag counter	CHO-K1 Ca PAM	GPR7 antagonist	OXTR potentiator	CHO-K1 Ca antag	TAAR1 antag	CHO parental Ca	CHO-K1 Ca ag	OXTR agonist
COc1ccc2sc(SCCCS(=O)(=O)O)[n+](CCCS(=O)(=O)[O-])c2c1	0.6	14	7	-2	0	11	-4	0.4	-0.3
O=C(CN1C(=O)NC(CCc2ccccc2)C1=O)N1CCCCCC1 (stereo not drawn)	1.0	10	·	-1	-5	-11	-3	0.4	2.5
C=C(C)C1Cc2c(C)nn(-c3ccccn3)c2C1 (stereo not drawn)	0.4	14	7	-2	-5	28	5	0.1	-0.7
CC(C)CC(=O)N1CCN(C(=O)c2cccc(F)c2)CC1	0.2	10	-3	-5	3	1	0	4.0	0.2
O=C(COC(=O)c1cnccn1)Nc1cc(S(=O)(=O)N2CCOCC2)ccc1Cl	1.1	-10	·	-1	6	8	2	0.1	0.2
O=C(C[n+]1cccc(/C=N/O)c1)N1CCCCCC1	0.7	17	-4	-11	-3	-4	12	0.1	-0.1
CN(C)c1ncnc2c1ncn2[C@H]1CN(Cc2cccs2)C[C@@H](CO)O1	·	31	·	·	-13	-25	·	1.3	·
COC(=O)NCC(C)OC(=O)Nc1ccc(Cl)cc1 (stereo not drawn)	-0.4	1	-2	-7	5	15	3	0.3	-0.5
CCOC(=O)Nc1sc2c(c1C(=O)OCC)CCC2	-0.8	8	-9	-3	4	-29	-4	0.0	-1.1
N/C(CSc1ccc(Cl)cc1)=N\NC(=O)c1ccncc1	1.2	17	2	-14	-1	-6	2	2.1	-0.1
Cc1ccc(-c2nc(SCC(=O)NCC3CCCO3)c(-c3ccc(C)cc3)[nH]2)cc1 (stereo not drawn)	-0.3	17	-11	-1	-7	-3	-15	-0.5	-1.4
O=C(/C=C/c1ccc2c(c1)OCO2)NCc1ccc(F)cc1	2.2	-10	-9	-3	13	-14	0	0.6	0.3
COc1ccccc1N1CCN(c2ccc3cc(S(=O)(=O)N4CCCCC4)ccc3n2)CC1	-0.1	-5	-5	-16	-3	-34	-21	-0.5	-1.3
O=C(/C=C\Nc1ccc2c(c1)OCO2)c1ccc(Cl)s1	1.4	7	-4	2	-4	-9	-7	0.4	0.6
O=C(Nc1cccc(S(=O)(=O)N2CCCCC2)c1)c1ccc(S(=O)(=O)C(F)F)cc1	9.5	-1	-5	-15	9	53*	4	8.2	8.8
COc1ccc(-c2nc(CS(=O)CC(=O)NCc3ccc(F)cc3)c(C)o2)cc1 (stereo not drawn)	5.3	13	-11	-4	-16	-4	-23	2.4	0.5
C=CCn1c(SCC(=O)Nc2ccc(Br)cc2)nc(O)c(CC)c1=O	5.5	8	18	-5	3	-35	-11	-0.8	3.1
COc1ccccc1CNc1nc(Nc2ccccc2Cl)c2sccc2n1	·	15	·	·	-4	22	·	7.1	·
CCOC(=O)c1coc(C(=O)OCC)c1C(=O)OCC	·	-1	·	·	4	-8	·	-0.3	·
COc1cccc(NC(=O)COc2ccccc2C(N)=O)c1	1.2	24	-12	-15	-15	-6	-8	0.6	0.7
CCOC(=O)C1=CC(=O)CC(C)(C)O1	·	-6	·	·	-2	15	·	0.2	·
Cc1ccc(NC(=O)c2nc[nH]c2C(=O)N2CCOCC2)c(C(=O)c2ccccc2)c1	-0.5	9	-5	-3	-5	-9	-1	-0.1	0.3
N=C1C(c2ccccc2)=C(O)CN1c1cccc(S(N)(=O)=O)c1	0.5	-11	1	-15	12	10	2	0.0	-0.1
CC1CC(C)CN(CCCNC(=O)c2cn(C)c3ccc(S(=O)(=O)N4CCCC4)cc3c2=O)C1 (stereo not drawn)	0.2	-2	-21	-14	-1	9	-9	-0.1	1.1
CCCc1nc2ccccc2c(C(=O)OCC(=O)c2ccc3c(c2)NC(=O)CO3)c1CC	-1.0	17	8	-3	-3	14	-8	0.9	-0.1
CCOc1ccc(S(=O)(=O)N=C(c2ccccc2)N2CCOCC2)cc1	1.6	-6	·	5	2	2	-9	-0.6	1.1
COc1ccc(C(C(O)C(=O)c2c[nH]c3ccccc23)N2CCN(c3ccccc3)CC2)cc1 (stereo not drawn)	14	13	26*	-24	5	43	19	4.9	16
Cc1ccc(NC(=O)CCc2ccc(S(=O)(=O)N3CCOCC3)cc2)c(O)c1	0.7	6	·	2	-5	-23	2	0.8	4.3
O=C(OCC(=O)N1CCN(c2ccccc2)CC1)c1cc(F)c(F)cc1Cl	·	-2	·	·	2	-10	·	0.0	·

High-throughput results deposited in PubChem by The Scripps Research Institute Molecular Screening Center.
